Source: PubChem BioAssay (Icahn School of Medicine at Mount Sinai)
ROC1-CUL1 inh: blocks human RBX1-Cullin-1 di-ubiquitin formation; P62877+Q13616; inhibition, % at 10 µM; 140,000 compounds, 0.6% hits; AID 1347404; in vitro K48 di-Ub FRET, acceptor:donor ratio, 45 min; in the data active = inhibition above about 25%
Target sequence (P62877 whole entry, looked up): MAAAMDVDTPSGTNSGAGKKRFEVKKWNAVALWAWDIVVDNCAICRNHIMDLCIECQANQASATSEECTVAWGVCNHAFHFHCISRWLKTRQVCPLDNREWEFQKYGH
Target sequence (Q13616 whole entry, looked up): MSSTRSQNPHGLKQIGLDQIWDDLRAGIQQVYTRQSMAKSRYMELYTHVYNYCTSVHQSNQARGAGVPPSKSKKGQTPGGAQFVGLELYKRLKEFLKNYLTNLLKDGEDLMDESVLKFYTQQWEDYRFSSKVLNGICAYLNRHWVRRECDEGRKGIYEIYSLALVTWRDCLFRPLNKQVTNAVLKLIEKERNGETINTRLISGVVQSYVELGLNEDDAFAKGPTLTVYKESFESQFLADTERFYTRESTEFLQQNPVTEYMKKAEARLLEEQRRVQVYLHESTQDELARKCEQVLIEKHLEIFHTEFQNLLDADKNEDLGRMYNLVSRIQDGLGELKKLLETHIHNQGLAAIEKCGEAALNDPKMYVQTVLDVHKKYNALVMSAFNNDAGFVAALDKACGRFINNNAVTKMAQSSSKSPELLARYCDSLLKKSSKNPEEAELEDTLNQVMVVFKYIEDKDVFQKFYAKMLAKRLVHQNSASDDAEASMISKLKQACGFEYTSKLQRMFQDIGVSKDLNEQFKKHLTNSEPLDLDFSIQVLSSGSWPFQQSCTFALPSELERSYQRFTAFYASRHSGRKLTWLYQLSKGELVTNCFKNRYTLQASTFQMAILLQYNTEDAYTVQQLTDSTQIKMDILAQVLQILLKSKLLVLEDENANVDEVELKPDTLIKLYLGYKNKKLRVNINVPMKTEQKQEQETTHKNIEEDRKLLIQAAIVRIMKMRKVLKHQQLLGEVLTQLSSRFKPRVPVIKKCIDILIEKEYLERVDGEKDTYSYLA
Numbers without * were called inactive; & = joins results of further samples. Only part of the results is shown; count on the stated rates, not on these rows.

SMILES	ROC1-CUL1 inh
Cc1ccccc1CN1C(=O)c2ccccc2S(=O)c2ccc(C(=O)NC3CCC(C)CC3)cc21 (stereo unspecified)	-7
COc1cccc(CC(C2CCN(C(=O)c3cccc(F)c3)CC2)N(C)Cc2ccccn2)c1 (stereo unspecified)	2
CC1CCC(NC(=O)C2(C)Cc3ccccc3C(=O)N2Cc2ccccc2Cl)CC1 (stereo unspecified)	-4
CCOc1ccc(Cl)cc1C(=O)Nc1ccc(O)cc1C(=O)O	-3
CC(=O)c1ccc(N(CN2C(=O)c3ccc([N+](=O)[O-])cc3C2=O)C(C)=O)cc1	0
O=C(N/N=C/c1ccc2c(c1)OCO2)NC12CC3CC(CC(C3)C1)C2	-4
O=C(CCCCC(=O)NNC(=O)c1cccc(Cl)c1)NNC(=O)c1cccc(Cl)c1	-12
CC(NC(=O)COc1ccc2ccccc2c1)C(=O)N/N=C/c1cc(Br)ccc1O (stereo unspecified)	0
CCN(CC)S(=O)(=O)c1ccc2[nH]c(=O)cc(C)c2c1	15
COc1ccccc1-c1ccnc(-n2ncc(C(=O)NCCc3cccnc3)c2C2CC2)n1	0
Cc1ccc(-c2ccc(S(=O)(=O)N3CCCC3)cc2)cc1	4
CC(Oc1cc(Cl)c(Cl)cc1Cl)C(=O)Nc1ccccc1 (stereo unspecified)	-2
COc1cc(CNC(=O)c2ccc3nc(CCc4ccccc4)oc3c2)cc(OC)c1OC	-7
Cc1cccc(NC(=O)c2cc3c(=O)n4ccccc4nc3n(CCc3ccccc3)c2=N)c1	13
COc1ccc(/C=C2\CCC/C(=C\c3ccc(OC)c(OC)c3)C2=O)cc1OC	-4
Cc1ccc(C(=O)Nc2cnc3sc4c(n3c2=O)CCCC4)cc1	1
Fc1ccc(-c2cnnc(NCC3CCN(Cc4ccccc4)C3)n2)cc1 (stereo unspecified)	-2
COc1ccc(C(=O)Nc2c(Cl)cc(Cl)cc2C(=O)NCc2cccnc2)cc1	-4
COc1cc(CN2CCNC(=O)C2CC(=O)NCc2ccncc2C)cc(OC)c1 (stereo unspecified)	9
FC(F)(F)c1cccc(Oc2ncccc2CNCc2ccccn2)c1	-2
CCOc1ccccc1C(=O)Nc1ccccc1C#N	11
Cc1ccccc1CS(=O)(=O)c1ncc(Cl)c(C(=O)Nc2nnc(C(C)C)s2)n1	1
CCc1nnc2c(Nc3ccc(Br)c(C)c3)nc3ccccc3n12	6
C=CCn1c(SCC(=O)Nc2scc(-c3cccs3)c2C(=O)OC)nc2sc3c(c2c1=O)CCC3	-12
C=CCn1c(SCC(=O)NC(=O)NC)nnc1-c1cccs1	12
COc1ccc(CCN2C(=O)NC(=O)C3C2=NC(=O)C3(NC(=O)c2ccc(Cl)cc2)C(F)(F)F)cc1OC (stereo unspecified)	7
O=[N+]([O-])c1ccc(S(=O)(=O)Nc2ccc(Cl)cc2)cc1	0
Nc1ncc(CN2CCc3ccc(NC(=O)C4(c5ccccc5)CC4)cc3C2)cn1	6
COc1ccc(N2CCN(C(=O)CCn3cnc4onc(-c5ccc(F)cc5)c4c3=O)CC2)cc1	6
COc1ccc(C(=O)Nc2ccc(S(N)(=O)=O)cc2)cc1	2
COc1ccc(C(=O)N2CCN(C(=O)COc3ccccc3)CC2)cc1OC	4
CNS(=O)(=O)c1cc(C)c(C)cc1OC	-1
CCc1ccc(C2C(C(=O)C34CC5CC(CC(C5)C3)C4)C2(C#N)C#N)cc1 (stereo unspecified)	0
COc1ccccc1C(=O)NCC1CCCO1 (stereo unspecified)	-3
CCOC(=O)CN1C(=O)C2(C3=C(CCCC3=O)OC(=N)C2C#N)c2ccccc21 (stereo unspecified)	7
Cc1ccc(S(=O)(=O)N2CCOCCOCC2)cc1	7
Cc1ccc(C(=O)Nc2ccc(N3CCC(NCc4cc(C)n(C)n4)CC3)cc2)c(C)c1	2
CC1C(Cl)C2CCC(Cl)CC2S1(=O)=O (stereo unspecified)	10
O=C(COc1ccc(F)cc1)N1CCN(c2ccccc2F)CC1	-4
Fc1ccccc1CNc1ccc(Cl)c(Cl)c1	-2
CSc1nnc(-c2ccncc2)n1CCO	6
CCC(=O)Nc1cc(S(=O)(=O)NC2CCCC2)ccc1OC	6
CSCCC(=O)NC1CC(C)(C)Cc2nc(N3CCOCC3)ncc21 (stereo unspecified)	5
CC1=Nc2nc(CCCO)nn2C(c2ccc(C#N)cc2)C1C(=O)Nc1cccnc1 (stereo unspecified)	-1
S=C1NCCc2ccc(Cl)cc2C1c1ccccc1Cl (stereo unspecified)	2
COCc1c(C(=O)Nc2ccccc2)nnn1-c1ccc(C)cc1	14
Cc1c(C(c2ccc(Br)cc2)C2C(=O)Oc3ccccc3C2=O)c(=O)n(-c2ccccc2)n1C (stereo unspecified)	-3
Cc1ccc(-c2nc(N3CCN(c4ccccc4Cl)CC3)c3ccccc3n2)cc1	12
O=C(/C=C/c1ccc(Cl)cc1)N1CCN(c2cccc(Cl)c2)CC1	1
CCc1c(C)nc2nncn2c1Nc1ccc(C(C)C)cc1	2
Cc1ccc(NC(=O)c2sc3ncccc3c2N)cc1F	3
Cc1ccc(NC(=O)c2sc3nc4c(cc3c2N)CCCCCC4)cc1C	-5
Nc1nonc1-c1nc2ccccc2n1CC(=O)Nc1cccc(Cl)c1Cl	1
O=C(c1coc(COc2ccccc2F)n1)N1CCCC(c2ccccc2)C1 (stereo unspecified)	-3
CCOc1cc(/C=C2\C=C(c3cccs3)OC2=O)ccc1OCc1ccccc1	-5
CCn1ccc(C(=O)Nc2ccccc2Sc2ccccc2)n1	-3
CC(C)(O)CNC(=O)c1cc2ccc1CCc1ccc(cc1)CC2	1
COc1ccc(Cc2nc3c4cnn(-c5ccccc5Br)c4ncn3n2)cc1	-3
CCCc1nn(C)c(C(=O)Nc2ccc(F)cc2)c1Cl	2
COc1cc(Cl)c(C)cc1NC(=O)CCn1c(=O)c2cccn2c2cccnc21	5

Carrying on:
SMILES	ROC1-CUL1 inh
CCN(C(=O)CN1C(=O)c2ccccc2Sc2ccc(C(=O)OC)cc21)c1cccc(C)c1	-4
CN(C)Cc1ccccc1SC1c2ccccc2CSc2ccccc21 (stereo unspecified)	6
CC(C)Oc1ccc(N2CC(C(=O)Nc3ccccc3C(F)(F)F)CC2=O)cc1 (stereo unspecified)	2
CCOC(=O)c1cc(-c2c(OC)cc(OC)cc2OC)no1	6
COc1ccc(NS(=O)(=O)c2cc(OCC(N)=O)c(C)cc2Cl)cc1	8
CN1C(=O)CC(=Nc2ccc(F)cc2)c2c1n(C)c(=O)n(C)c2=O	1
Cc1cccc(N2CCN(C(=O)C3CCN(C(=O)c4cc5sccc5n4C)CC3)CC2)c1C	2
CCOC(=O)C1CCN(C(=O)c2ccc(C)c(NC(=O)c3nsc4ccccc34)c2)CC1	8
COc1cc(NC(=O)N2CCC(CN3CCc4ccccc4C3)CC2)cc(OC)c1	1
CCCc1cc(=O)[nH]c(SCc2nc(-c3ccc(C)cc3)no2)n1	-1
CCc1ccc(Nc2nc3ccccc3c3nnc(C)n23)cc1	-5
O=C(c1n[nH]c2c1CCC2)N1CCOC(Cc2ccc(F)cc2)C1 (stereo unspecified)	-1
COc1cccc(/C=C2/SC(N3CCN(C4=NC(=O)/C(=C\c5cccc(OC)c5)S4)CC3)=NC2=O)c1	3
Cc1ccc2c(c1)c1c(c(=O)n(Cc3ccccc3)c(=O)n1CC(=O)Nc1ccccc1F)n2C	-3
COc1ccc(-c2noc(-c3ccc(N(C)C4CCN(C)C4)nc3)n2)cc1 (stereo unspecified)	0

In the list so far, these contain a CF3 group.
SMILES	ROC1-CUL1 inh
FC(F)(F)c1cccc(Oc2ncccc2CNCc2ccccn2)c1	-2
COc1ccc(CCN2C(=O)NC(=O)C3C2=NC(=O)C3(NC(=O)c2ccc(Cl)cc2)C(F)(F)F)cc1OC (stereo unspecified)	7
CC(C)Oc1ccc(N2CC(C(=O)Nc3ccccc3C(F)(F)F)CC2=O)cc1 (stereo unspecified)	2

Going on with the list:
SMILES	ROC1-CUL1 inh
O=C(Nc1nc2ccccc2[nH]1)c1ccc(OC(=O)c2ccccc2Cl)cc1	-8
COc1ccccc1CN1C(=O)O[C@@H]2CN(C(=O)NCc3ccccc3)C[C@@H]21	-4
Clc1ccccc1C1Nn2c(Cc3ccccc3)nnc2S1 (stereo unspecified)	-3
Cc1cc(C)c2c(N)c(C(=O)NC3CC3)sc2n1	-16
COc1cccc2c1sc1c(O)cccc12	-6
Nc1c(C(=O)Nc2c(F)cc(F)cc2Br)sc2nc3c(cc12)CCC3	-7
CCCSc1oc(-c2ccco2)nc1S(=O)(=O)c1ccc(Cl)cc1	-10
Cc1ccc2nc3c(cc(C(=O)NCCN4CCOCC4)n3C)c(=O)n2c1	-7
O=C(NCCCc1nc2ccccc2n1Cc1ccccc1)C1CCCCC1	6
Cc1cc(Br)cc2c1N(C)C(=O)C2(c1ccc(O)cc1)c1ccc(O)cc1	3
Cc1cc(-c2ccc(CNCCO)o2)ccc1Br	4
CC(=O)Nc1c(C)sc2nc(C)cc(C)c12	1
N#Cc1cc2c(N)c(C(=O)Nc3ccccc3SCc3cccc(Br)c3)sc2nc1N	4
Cn1nccc1C(=O)N1CCCC(CCc2ccccc2F)C1 (stereo unspecified)	2
Cc1nnsc1C(=O)Oc1ccc(C(C)C)cc1	-2
O=C(CCC(=O)N1CCN(c2ccnc3cc(Cl)ccc23)CC1)N1CCN(c2ccnc3cc(Cl)ccc23)CC1	4
Cc1ccc(NC(=O)CCOc2ccccc2)cc1	8
C=CCOc1cc(/C=C2\N=C(c3ccco3)OC2=O)ccc1OC	-6
CC(C)(C)c1ccc(C(=O)N2CCCC(c3nc4c(nnn4Cc4cccc(F)c4)c(=O)[nH]3)C2)cc1 (stereo unspecified)	10
CCCc1cc(=O)[nH]c(Nc2ccc(O)cc2C)n1	-14&0
CCn1cc(/C=C/C(=O)Nc2c(C)nn(Cc3c(Cl)cccc3Cl)c2C)cn1	-10
CCOc1cc(C(c2c(C)[nH]n(-c3ccccc3)c2=O)c2c(C)[nH]n(-c3ccccc3)c2=O)ccc1O	39*
CCOC(=O)C1CCN(C(=O)c2cc(Cn3ccnc3C(C)C)[nH]n2)CC1	6
O=C(CSc1ccc(Cl)cc1)Nc1ccc(Cl)cc1C(F)(F)F	-1
CCCCC(CC)C(=O)Nc1sc2c(c1C#N)CCC(C(C)(C)C)C2 (stereo unspecified)	7
CNC/C=C/COc1ccc(C(C)C)cc1	6
Cc1cc2n(c(=O)c1C#N)CCCN2c1ccccc1	-1
CSc1ccc(/C=C2/C(=O)NC(=N)N2C)cc1	-1

Filtered by structure: the compounds so far containing fluorine
SMILES	ROC1-CUL1 inh
COc1cccc(CC(C2CCN(C(=O)c3cccc(F)c3)CC2)N(C)Cc2ccccn2)c1 (stereo unspecified)	2
Fc1ccc(-c2cnnc(NCC3CCN(Cc4ccccc4)C3)n2)cc1 (stereo unspecified)	-2
FC(F)(F)c1cccc(Oc2ncccc2CNCc2ccccn2)c1	-2
COc1ccc(CCN2C(=O)NC(=O)C3C2=NC(=O)C3(NC(=O)c2ccc(Cl)cc2)C(F)(F)F)cc1OC (stereo unspecified)	7
COc1ccc(N2CCN(C(=O)CCn3cnc4onc(-c5ccc(F)cc5)c4c3=O)CC2)cc1	6
O=C(COc1ccc(F)cc1)N1CCN(c2ccccc2F)CC1	-4
Fc1ccccc1CNc1ccc(Cl)c(Cl)c1	-2
Cc1ccc(NC(=O)c2sc3ncccc3c2N)cc1F	3
O=C(c1coc(COc2ccccc2F)n1)N1CCCC(c2ccccc2)C1 (stereo unspecified)	-3
CCCc1nn(C)c(C(=O)Nc2ccc(F)cc2)c1Cl	2
CC(C)Oc1ccc(N2CC(C(=O)Nc3ccccc3C(F)(F)F)CC2=O)cc1 (stereo unspecified)	2
CN1C(=O)CC(=Nc2ccc(F)cc2)c2c1n(C)c(=O)n(C)c2=O	1
O=C(c1n[nH]c2c1CCC2)N1CCOC(Cc2ccc(F)cc2)C1 (stereo unspecified)	-1
Cc1ccc2c(c1)c1c(c(=O)n(Cc3ccccc3)c(=O)n1CC(=O)Nc1ccccc1F)n2C	-3
Nc1c(C(=O)Nc2c(F)cc(F)cc2Br)sc2nc3c(cc12)CCC3	-7
Cn1nccc1C(=O)N1CCCC(CCc2ccccc2F)C1 (stereo unspecified)	2
CC(C)(C)c1ccc(C(=O)N2CCCC(c3nc4c(nnn4Cc4cccc(F)c4)c(=O)[nH]3)C2)cc1 (stereo unspecified)	10
O=C(CSc1ccc(Cl)cc1)Nc1ccc(Cl)cc1C(F)(F)F	-1
